Source: PubChem
ERK EGF block: blocks ERK signaling stimulated by EGF; Potency, µM (highest dose often 11.5 µM), without a hit: top-dose activity change, negative = inhibition, usual class: inhibitors; HEK293-V1b, EGF-stimulated phospho-ERK AlphaScreen; 130,000 tested, 0.41% active; active = well fitted inhibition curve with a large enough effect; inconclusive = small, poorly fitted or top-dose-only effect, or effect the other way;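 also: plate controls were stimulated vehicle wells for no effect and unstimulated vehicle basal for full effect; nearly all actives have a fitted effect of over 55% in size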
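Homogeneous cell-based phospho-ERK assay: HEK293/V1b cells in 1% FBS, compound 30 min then EGF 5 min, AlphaScreen luminescence. Activity normalized between DMSO and 25 nM EGF controls; AC50 from Hill modelling.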
* hit, by the source's call; ? = inconclusive; [ ] = another dose, or the depositor's remark. Potency is read from the fitted curve at half-maximal effect. An excerpt; rates above refer to the full screens.

SMILES | ERK EGF block
CCOC(=O)Cc1c(C)nc(Cc2ccc(OC(C)C)cc2)[nH]c1=O | -3%
Cc1cccc(C)c1Nc1nnc(SCC(=O)NCc2cccs2)s1 | 11%
Cc1ccsc1C(=O)N1CCCC(CCC(=O)NCc2ccccc2F)C1 (configuration not stated) | 6%
Cc1cccn2cc(-c3c[nH]c4ccccc34)nc12 | ?
NS(=O)(=O)c1ccc(CCNC(=O)CN2CCN(c3cccc(Cl)c3)CC2)cc1 | 14%
CCc1ccc(C(C(=O)NC2CCCC2)N(C(=O)/C=C/C(=O)Nc2cc(C)on2)c2ccccc2C)cc1 (configuration not stated) | 9%
Cc1nn(C)cc1C(C)NCc1c(C(=O)N2CCCCCCC2)nc2ccc(Cl)cn12 (configuration not stated) | -2%[57.5 µM]
O=C1C(=O)N(CCCN2CCOCC2)C(c2cccs2)/C1=C(/O)c1ccc2c(c1)OCO2 (configuration not stated) | 7%
O=C(NNC(=O)C(O)(c1ccccc1)c1ccccc1)C1CC1 | -4%
CCN1CCN(C(=O)CCN2C(=O)c3ccccc3C2=O)CC1 | 11%
CCNc1nc(NC(C)C)nc(N(C)C#N)n1 | -4%[57.5 µM]
O=C(COC(=O)COc1ccc2ccccc2c1)NCC(F)(F)F | -1%
COc1ccc(NC(NC(=O)c2cccnc2)C(Cl)(Cl)Cl)cc1 (configuration not stated) | 4%
NC(N)=[N+]1CCc2ccccc2C1 | -10%
Cc1ccc(NCC(=O)N=Nc2c(O)n(C)c3ccccc23)cc1 | 2%
CCc1ccc(NC(=O)C/C(C)=N/NC(=O)OCc2ccc(OC)cc2)cc1 | 6%
COc1ccccc1/C=N/NC(=O)CNC(=O)c1ccc(S(=O)(=O)N2CCCC2)cc1 | 4%
O=C(c1ccccc1)C1CN(Cc2ccccc2)CCC1(O)c1ccccc1 (configuration not stated) | ?
Nc1nc(SCC(=O)Nc2cccnc2Cl)n[nH]1 | 2%
Cc1cc(C(F)(F)F)nn2cnnc12 | 12%
COc1ccccc1-c1cc(C(F)(F)F)nc(S(=O)(=O)CCCC(=O)NCc2ccc(F)cc2)n1 | -4%
O=C(O)c1ccc2c(c1)OCCCO2 | 2%[57.5 µM]
C(#Cc1ccccc1)C[N+]1(CC#Cc2cccc3ccccc23)CCOCC1 | -10%
COC(=O)C(NS(=O)(=O)c1ccccc1Cl)c1ccccc1 (configuration not stated) | 6%
O=C(c1cccc(S(=O)(=O)N2CCCC2)c1)N1CCCc2ccccc21 | 3%[57.5 µM]
Nc1ccc(S(=O)(=O)NC2(C(F)(F)F)NC(=O)N(c3ccccc3Cl)C2=O)cc1 (configuration not stated) | 3%
Cc1sc2ncnc(N/N=C/c3ccccc3O)c2c1C | 4%
CC(C)Oc1ccc(-c2nc(NCC3CCCO3)c3ccccc3n2)cc1 (configuration not stated) | 32µM*
Cc1ccccc1C(=O)NC=C1C(=O)OC(C)(C)OC1=O | -5%
COc1ccc(CCNC(=O)CN2C(=O)NC(CCSC)C2=O)cc1 (configuration not stated) | 2%
O=C(NC1(C(F)(F)F)NC(=O)N(C2CCCCC2)C1=O)c1ccco1 (configuration not stated) | -9%
CN1CCN(C(=O)C23CCC(C)(C(=O)C2Br)C3(C)C)CC1 (configuration not stated) | 3%[57.5 µM]
O=C(/C=C/c1ccccc1)N/C(=C/c1ccccc1)C(=O)NCCCO | -2%
C1CCN(CCCNC2C3CC4CC(C3)CC2C4)C1 (configuration not stated) | 1%
Cc1cccc(C)c1NC(=S)N(CCCN1CCN(C)CC1)Cc1cccs1 | -8%
O=C(N/N=C/c1ccccc1)c1cc(=O)[nH]c2ccccc12 | -2%
CCOC(=O)CN(C(=O)COc1nc(-c2ccccc2)cc(C)c1C#N)c1ccccc1 | -3%[57.5 µM]
CN1CCC(=NNC(=O)c2ccc(N(Cc3ccccc3Cl)S(C)(=O)=O)cc2)CC1 | -2%
O=C(Cc1ccc([N+](=O)[O-])cc1)NCc1ccccn1 | 6%
Cc1sc(N/N=C/c2cc([N+](=O)[O-])ccc2O)nc1-c1ccccc1 | -5%
O=C(NC(Cc1ccccc1)C(=O)O)c1ccco1 (configuration not stated) | 7%
O=C(OCc1ccccc1)c1ccccc1 | 0%
CC(OC(=O)c1ccc2ccccc2n1)C(=O)c1ccccc1 (configuration not stated) | 1%
Cn1c(=O)n(CC(=O)N2CCOCC2)c2ccccc21 | -5%
Cc1ccc(Nc2cc(C)nc(N3CCOCC3)n2)c(C)c1 | 6%
O=C(c1ccco1)N1CCN(Cc2nnnn2CC2CCCO2)CC1 (configuration not stated) | 0%
CCN(CC)S(=O)(=O)c1cccc(NC(=O)CCSc2ccc(Cl)cc2)c1 | 4%
C=CCSc1nnc(CCCCCN2C(=O)c3cccc4cccc(c34)C2=O)o1 | -3%
CCCNC(=O)c1cccc(Cn2cc(Br)c([N+](=O)[O-])n2)c1 | -13%
O=C(NCCc1ccccc1)C(c1ccccc1)N(C(=O)c1csnn1)C1CC1 (configuration not stated) | -5%
Later entries.
SMILES | ERK EGF block
COc1cccc(NC(=S)N2CCc3cc(OC)c(OC)cc3C2)c1 | 12%[57.5 µM]
Cc1cc(N/N=C2\CC(C)CC(C)(C)C2)nc2ccccc12 (configuration not stated) | -5%
COC(=O)Cc1ccc(NC(=S)NCCSc2ccc(C)cc2)cc1 | ?
CCn1c(O)c(/C=C/C=C/C=Nc2ccccc2)sc1=S | 5%
O=C(COC(=O)CNC(=O)c1ccccc1)Nc1ccc(F)c([N+](=O)[O-])c1 | -2%
O=C(CS)Nc1ccc2ccccc2c1 | 29%[57.5 µM]
CC1(C(=O)NCCc2c[nH]c3ccccc23)C=CCN1C(=O)c1ccccc1 (configuration not stated) | ?
Cc1csc(NC(=O)CSc2nnnn2C)n1 | 6%
O=C1CCC(=O)N1CC(=O)N(c1ccccc1)c1ccccc1 | 1%
COC(=O)[C@@]1(Cc2ccc(F)cc2)[C@H]2c3cc(C(=O)N4CCCC4)n(CCc4ccc(OC)c(Br)c4)c3C[C@H]2CN1C(=O)c1ccccc1 | 12%
CCNc1nc(NC(C)C)nc(ON=C(C)C)n1 | -3%
O=C(Nc1ccc(F)cc1)C1CCC(CNc2c(N3CCCCC3)c(=O)c2=O)CC1 (configuration not stated) | ?
CC(=O)N(C)c1ccc(OCC(O)Cn2c(C)nc3ccccc32)cc1 (configuration not stated) | -4%
O=C(Cc1ccc(Br)cc1)NNC(=O)Nc1ccc(Cl)cc1 | -2%
COc1cc(C(C)=O)ccc1Oc1cnccn1 | -11%
Cc1cn([C@H]2C[C@@H](N=[N+]=[N-])[C@@H](CO)O2)c(=O)[nH]c1=O | 0%
CCOc1ccc(-c2nn(-c3ccccc3)cc2/C=C2\SC(=S)N(Cc3ccco3)C2=O)cc1 | -10%
C#CCOCCOCCOCCNc1nc(N2CCN(C(=O)[C@H]([C@@H](C)CC)n3cc([C@@H](N)Cc4ccc(O)cc4)nn3)CC2)nc(N2CCN(C(=O)[C@H]([C@@H](C)CC)n3cc([C@@H](N)CC(C)C)nn3)CC2)n1 | 1%[57.5 µM]
Cc1c(Br)c([N+](=O)[O-])nn1CC(=O)Nc1sc2c(c1C(=O)OC(C)C)CCC(C)C2 (configuration not stated) | 7%
CCCOc1ccc(N2C(=O)CC(N(Cc3ccccc3)N=O)C2=O)cc1 (configuration not stated) | 5%[57.5 µM]

Overlap with the part before: two compounds, followed by the next part.
SMILES | ERK EGF block
Cc1c(Br)c([N+](=O)[O-])nn1CC(=O)Nc1sc2c(c1C(=O)OC(C)C)CCC(C)C2 (configuration not stated) | 7%
CCCOc1ccc(N2C(=O)CC(N(Cc3ccccc3)N=O)C2=O)cc1 (configuration not stated) | 5%[57.5 µM]
COc1ccc(N2CCN(C(=O)Cn3cnc4c(cnn4-c4ccccc4)c3=O)CC2)cc1 | -3%
CC1OC23CCCCC2C(C#N)(C(=N)O3)C1(C#N)C#N (configuration not stated) | 8%
COc1cc(/C=N/NC(=O)c2nonc2C)ccc1O | -3%
CCCCCCCNC1=CC(=O)CC(c2ccccc2)C1 (configuration not stated) | 7%
CCn1nc(C)cc1C(=O)Sc1ccc(C)cc1 | -14%[57.5 µM]
CCCCOc1ccc(NC(=O)CN2CCN(C(=O)OCC)CC2)cc1 | 7%
COc1cccc(NC(=O)COC(=O)/C=C/c2ccc(Cl)cc2Cl)c1 | -1%
FC(F)Oc1ccc(NC(=S)Nc2ccc3cn[nH]c3c2)cc1 | -18%[57.5 µM]
Cc1ccc(-c2cc(Cc3cccs3)c(=O)[nH]n2)cc1 | 4%[57.5 µM]
O=C1N=C(N2CCN(c3ccccc3)CC2)S/C1=C/c1ccco1 | -3%[57.5 µM]
COc1ccccc1CCNC(=O)c1cc(-c2ccccn2)nc2ccc(Br)cc12 | -11%
O=C1C2CCCN2C(=S)N1Cc1ccccc1 (configuration not stated) | -2%[57.5 µM]
Cc1cccc(C)c1NC(=O)C(=O)NCCCN1CCOCC1 | 5%
CN(C)S(=O)(=O)c1cc(NC(=O)CN2CCc3ccccc32)ccc1Cl | -1%[57.5 µM]
NC(N)=Nc1nc2cc([N+](=O)[O-])ccc2o1 | 2%
CCN1/C(=C/C(=S)Nc2ccccc2)Sc2ccccc21 | -4%[57.5 µM]
Cc1cc(Br)ccc1NC(=S)N1CCOCC1 | -1%[57.5 µM]
COc1ccc(/C=N/n2c(-c3n[nH]c4c3CCC4)n[nH]c2=S)c(OC)c1OC | -7%[57.5 µM]
COCCN(CCOC)c1nc(C)nc2c1nc(-c1ccccc1)n2CCN(C)C | -10%
CSc1ccc(/C=N/N2CCN(C)CC2)cc1 | 0%
CCCN(CCC)CCCNC(=S)Nc1ccc2nc(N3CCN(C)CC3)cc(C)c2c1 | -2%
Cc1ccc2c(C)c(C(=O)Nc3ccc(S(N)(=O)=O)cc3)oc2c1C | -1%
C#CCOCCOCCOCCNc1nc(N2CCN(C(=O)C(Cc3ccc(O)cc3)n3cc(C(N)CC(C)C)nn3)CC2)nc(N2CCN(C(=O)C(Cc3ccc(O)cc3)n3cc(C(N)C(C)CC)nn3)CC2)n1 (configuration not stated) | -15%[57.5 µM]
CCN(C(=O)COC(=O)c1ccc2[nH]c3c(c2c1)CCCC3)C1CCS(=O)(=O)C1 (configuration not stated) | 0%
COCCCNC(=S)NNC(=O)Cn1nc(C)c(Br)c1C | -1%
O=S(=O)([N-]c1nc2ccccc2nc1-n1cc[n+](Cc2ccccc2)c1)c1ccccc1 | -8%[57.5 µM]
CSc1cccc(NC(=O)CCC(=O)O)c1 | 10%
COc1cc(/C=N/NC(=O)CN2CCCCC2)ccc1OCc1ccccc1 | 13%
O=C(/C=C/c1ccco1)Nc1nnc(-c2ccco2)s1 | -5%
CCC(C)(C)NC(=O)C(c1ccncc1)N(Cc1ccc(C)cc1)C(=O)c1csnn1 (configuration not stated) | 2%
Cc1nc2ccc(NC(=O)CCS(=O)(=O)c3ccccc3)cc2s1 | 1%
CC(=O)Nc1ccc(-c2cn3cc(C)ccc3n2)cc1 | 7%
CCCCCCCC/C=C\CCCCCCCC(=O)N[C@@H](CO)Cc1ccc(O)cc1 | 4%
NNC(=O)Nc1cccc(C(F)(F)F)c1 | 8%
O=C(Cn1c(=O)n(CC(=O)NCc2ccccc2)c2ccccc21)NCc1ccccc1 | 2%
O=C(N/N=C/c1ccncc1)c1ccc(NC(=O)c2cccc(Cl)c2)cc1 | -10%
CC1(C)COC(/C=C/c2ccc([N+](=O)[O-])cc2)=N1 | -3%
COCCCNCC(O)COc1ccccc1F (configuration not stated) | -7%
CN(C)c1ccc(/C=N/NC(=O)c2ccco2)cc1 | 10%
CN(C#N)c1nc(Cl)nc(Nc2cccc(Cl)c2)n1 | -1%

Exported comma-delimited: part of the list above.
mol,ERK EGF block
COCCCNC(=S)NNC(=O)Cn1nc(C)c(Br)c1C,-1%
O=S(=O)([N-]c1nc2ccccc2nc1-n1cc[n+](Cc2ccccc2)c1)c1ccccc1,-8%[57.5 µM]
CSc1cccc(NC(=O)CCC(=O)O)c1,10%
COc1cc(/C=N/NC(=O)CN2CCCCC2)ccc1OCc1ccccc1,13%
O=C(/C=C/c1ccco1)Nc1nnc(-c2ccco2)s1,-5%
CCC(C)(C)NC(=O)C(c1ccncc1)N(Cc1ccc(C)cc1)C(=O)c1csnn1 (configuration not stated),2%
Cc1nc2ccc(NC(=O)CCS(=O)(=O)c3ccccc3)cc2s1,1%
CC(=O)Nc1ccc(-c2cn3cc(C)ccc3n2)cc1,7%
CCCCCCCC/C=C\CCCCCCCC(=O)N[C@@H](CO)Cc1ccc(O)cc1,4%
NNC(=O)Nc1cccc(C(F)(F)F)c1,8%
O=C(Cn1c(=O)n(CC(=O)NCc2ccccc2)c2ccccc21)NCc1ccccc1,2%
O=C(N/N=C/c1ccncc1)c1ccc(NC(=O)c2cccc(Cl)c2)cc1,-10%
CC1(C)COC(/C=C/c2ccc([N+](=O)[O-])cc2)=N1,-3%
COCCCNCC(O)COc1ccccc1F (configuration not stated),-7%
CN(C)c1ccc(/C=N/NC(=O)c2ccco2)cc1,10%
CN(C#N)c1nc(Cl)nc(Nc2cccc(Cl)c2)n1,-1%

Continued:
SMILES | ERK EGF block
COCn1c(-c2ccc(OC)cc2)nc2ccccc21 | -4%
COc1ccc(-n2cnc(N)c2C(=O)c2cccc([N+](=O)[O-])c2)cc1 | 13%
COc1ccc(C(=O)Nc2ccc(C3=NNC(=O)CC3C)cc2NC(=O)c2ccc(OC)cc2)cc1 (configuration not stated) | -6%
COc1ccc(NC(=O)C2OC3OC(C)(C)OC3C3OC(C)(C)OC23)cc1 (configuration not stated) | 6%[57.5 µM]
COc1ccc(C2CC(=O)c3c(O)cc(O)cc3O2)cc1O (configuration not stated) | 24%
